# ALOX12 inh = blocks human arachidonate 12S-lipoxygenase | purified 12hLO, xylenol orange hydroperoxide absorbance | AID 1671190 | 580,000 compounds, 1.1% hits | P18054 | Potency, µM (titrated, usually from 108 µM), for the others: at the top dose activity change, negative = inhibition, hits mostly inhibitors; also: % is scaled to controls: 0 for no effect and ±100 for the full control effect
#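 Purified human 12hLO at 150 nM in 25 mM Hepes, 0.01% Triton X-100, pH 7.0, preincubated 15 min at room temperature with compound. Reaction started with 40 uM arachidonic acid, 30 min at room temperature. Hydroperoxide measured by Fe-xylenol orange, 573/405 nm absorbance ratio.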
# ERG-DNA inh = blocks human ERG Ets domain binding to DNA | P11308 | fluorescence polarization, His-ERG Ets domain / labelled DNA | Potency, µM (highest dose often 76.9 µM), inactives show top-dose FP activity, negative = inhibition, most hits filed as inhibitors | 370,000 compounds, 0.028% hits; active = well fitted inhibition curve with a large enough effect in the polarisation, with a control signal flat; inconclusive = small, poorly fitted or top-dose-only effect, or effect the other way, or a change in a side signal; inactive = no such curve, though single readings can be large or run the other way; the % refers to the polarisation;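 also: polarization taken with two DNA probes labelled with fluorescein and Texas red; % of control where 0% means no effect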
# Target sequence (P11308 whole entry, looked up, the tested form may be a part): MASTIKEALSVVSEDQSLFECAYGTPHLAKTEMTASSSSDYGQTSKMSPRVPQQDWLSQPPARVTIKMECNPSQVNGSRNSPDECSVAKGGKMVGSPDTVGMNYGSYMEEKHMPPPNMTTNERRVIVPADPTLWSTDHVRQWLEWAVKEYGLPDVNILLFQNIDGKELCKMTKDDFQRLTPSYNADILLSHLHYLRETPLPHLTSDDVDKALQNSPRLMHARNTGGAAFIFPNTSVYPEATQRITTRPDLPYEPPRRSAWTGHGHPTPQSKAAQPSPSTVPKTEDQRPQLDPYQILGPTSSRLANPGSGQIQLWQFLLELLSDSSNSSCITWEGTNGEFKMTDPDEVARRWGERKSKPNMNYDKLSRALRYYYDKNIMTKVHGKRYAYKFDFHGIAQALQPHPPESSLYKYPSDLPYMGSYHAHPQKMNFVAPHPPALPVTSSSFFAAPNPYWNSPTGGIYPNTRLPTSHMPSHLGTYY
#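 His-tagged ERG Ets domain (1 uM in the protein solution; 300mM KCl, 50mM Tris-HCl, 1mM EDTA, 1mM DTT, pH 7.5) received compound, then a probe mix of 5 nM fluorescein-DNA and 100nM Texas-615-DNA. Fluorescence polarization was read for both dyes.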
# RGS4 inhibitor = human RGS4 inhibition | Potency, µM (highest dose often 114 µM), for the others: at the top dose activity change, negative = inhibition, usual class: inhibitors | AID 504845 | Transcreener GDP fluorescence polarization, RGS4-accelerated GTP hydrolysis | 390,000 compounds, 0.039% hits | P49798; also: % is scaled to controls: 0 for no effect and ±100 for the full control effect; nearly all actives have a fitted effect of over 75% in size; some results filed as inactive show a strong effect at the top dose
# Target sequence (P49798 whole entry, looked up): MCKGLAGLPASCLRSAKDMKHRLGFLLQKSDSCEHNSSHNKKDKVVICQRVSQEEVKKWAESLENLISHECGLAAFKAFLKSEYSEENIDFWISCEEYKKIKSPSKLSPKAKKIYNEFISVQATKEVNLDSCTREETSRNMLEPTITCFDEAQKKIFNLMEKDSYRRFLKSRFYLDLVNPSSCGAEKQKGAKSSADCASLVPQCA
#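 MLSMR compounds (23 nl, pin-transferred) preincubated 10 min at room temperature with a 500nM (2x) first reagent, then RGS4 at 900nM (2x) plus Transcreener GDP mix added; fluorescence polarization (620/688 nm) read before and after 90 min at 30 °C.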
# HP1b chromo inh = inhibitors of HP1-beta chromodomain binding to methylated histone tails | Potency, µM (titrated, usually from 114 µM), inactives show at the top dose activity change, negative = inhibition, most hits filed as inhibitors | AlphaScreen HP1-beta / biotin-H3K9me3 peptide binding | 390,000 compounds, 0.56% hits; also: nearly all actives have a fitted effect of over 70% in size; inactives centre near 23
# Target sequence (P83916 whole entry, looked up): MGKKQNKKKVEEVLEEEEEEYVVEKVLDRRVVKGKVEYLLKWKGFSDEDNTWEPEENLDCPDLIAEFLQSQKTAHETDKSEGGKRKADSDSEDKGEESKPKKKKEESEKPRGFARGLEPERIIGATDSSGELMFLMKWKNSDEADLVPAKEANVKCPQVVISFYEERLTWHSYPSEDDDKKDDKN
#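 HP1-beta protein (50 nM final) preincubated 30 min at room temperature with biotinylated H3(1-18)K9me3 peptide (50 nM) in PBS pH 7.4, 0.01% Tween-20, then compound added for 30 min. AlphaScreen streptavidin donor/nickel chelate acceptor beads (10 ug/mL final), 30 min dark, luminescence read.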
# JMJD2A Tudor inh = blocks the human JMJD2A Tudor domain; O75164; AlphaScreen JMJD2A-Tudor / H3K4me3 peptide binding; Potency, µM (doses to about 114 µM), for inactives: at the highest dose activity change, negative = inhibition, most hits filed as inhibitors; 390,000 compounds, 4.4% hits; also: % is scaled to controls: 0 for no effect and ±100 for the full control effect; nearly all actives have a fitted effect of over 50% in size
# GLS inh = inhibitors of human glutaminase (GLS); O94925; GLS enzymatic activity, qHTS titration; Potency, µM (top dose mostly 45.5 µM), inactives show at the highest dose activity change, negative = inhibition, hits mostly inhibitors; 410,000 compounds, 0.21% hits; also: % is scaled to controls: 0 for no effect and ±100 for the full control effect
#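 Glutamate formation by hKGA was monitored fluorometrically using coupled glutamate oxidase, HRP and Amplex Red. Substrate was added as 1 mM L-glutamine solution; incubation was 30 min at RT after an initial read.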
# Pin1 inhibitor = inhibitors of human Pin1; Potency, µM (series often up to 115 µM), inactives show top-dose activity, negative = inhibition, most hits filed as inhibitors; 390,000 compounds, 0.009% hits; Q13526; Pin1 FP peptide displacement, HiFluor488, 10 min; AID 504891; active = well fitted inhibition curve with a large enough effect in the polarisation, with a control signal flat, not every such curve was filed as active; inconclusive = small, poorly fitted or top-dose-only effect, or effect the other way, or a change in a side signal; inactive = no such curve, though single readings can be large or run the other way; the % refers to the polarisation; also: % is scaled to controls: 0 for no effect and ±100 for the full control effect
# Target sequence (Q13526 whole entry, looked up): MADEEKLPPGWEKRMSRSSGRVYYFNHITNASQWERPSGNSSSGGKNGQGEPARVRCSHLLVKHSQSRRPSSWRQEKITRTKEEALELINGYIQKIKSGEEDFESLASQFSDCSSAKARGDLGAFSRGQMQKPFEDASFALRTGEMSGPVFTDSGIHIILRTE
# rTrxR1 inhibitor = inhibitors of rat thioredoxin reductase 1. O89049. recombinant rTrxR1, NADPH fluorescence consumption, selenite substrate. Potency, µM (highest dose often 114 µM), inactives show at the top dose activity change, negative = inhibition, hits mostly inhibitors. AID 588453. 390,000 compounds, 1% hits; also: % is scaled to controls: 0 for no effect and ±100 for the full control effect; nearly all actives have a fitted effect of over 65% in size
#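 Rat TrxR1 (90 nM in the dispensed reagent) was pre-reduced with 400 uM NADPH for 5 min at room temperature, then incubated with compound for 15 min. After 400 uM selenite was added, NADPH fluorescence (Ex 340/Em 450 nm) was followed for 8 min.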
# Tb PGK inh = inhibitors of T. brucei phosphoglycerate kinase | P07378 | PGK/GAPDH coupled, Kinase-Glo luminescence, 60 min | Potency, µM (top dose mostly 57.5 µM), inactives show at the highest dose activity change, negative = inhibition, actives largely listed as inhibitors | 380,000 compounds, 0.043% hits | AID 602233; also: % is scaled to controls: 0 for no effect and ±100 for the full control effect; nearly all actives have a fitted effect of over 60% in size
#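 Recombinant glycosomal PGK reaction used 1,3-bisphosphoglycerate generated in-well by GAPDH (100nM final) in 100mM TEA pH 7.6, 5mM MgCl2, 0.01% Tween-20. After 60 minutes at room temperature, ATP was read by Kinase-Glo Plus luminescence end-point.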
# Numbers without * were called inactive; i = inactive; ? = inconclusive; . = not tested or not shown; & = joins results of further samples; ! = repeats disagree; [ ] = another dose, or the depositor's remark. Unless noted, calls follow the shape of the dose curve; as a rule, active = well fitted curve in the direction sought with a large enough effect; inconclusive = small, poorly fitted or top-dose-only effect, or another doubt; inactive = no such curve, though single readings can be large; an effect the other way counts as inactive or inconclusive. Potency is read from the fitted curve at half-maximal effect. This is a subset, so the mix of outcomes need not match the whole.
SMILES,ALOX12 inh,ERG-DNA inh,RGS4 inhibitor,HP1b chromo inh,JMJD2A Tudor inh,GLS inh,Pin1 inhibitor,rTrxR1 inhibitor,Tb PGK inh
COC(=O)CNC(=O)COC(=O)c1ccc(Cl)nc1,3.3%,0.8%,-14.4%,45.3%[activator],2.3%,0.4%,-7.3%,-2.7%[57.1 µM],-7.3%
CC(=O)OCCN1C(=O)c2ccc(-c3nc4ccccc4c(=O)o3)cc2C1=O,-10.7%,2.9%,13.8%,-4.9%,-16.6%,0.2%,-4.2%,7.3%,i
Cc1ccc(N(C)S(=O)(=O)c2c(C)noc2/C=C/N(C)C)cc1,-0.2%,1.9%,-14.9%,19.6%,?,-8.1%,1.6%,-0.4%,-0.5%
CCOC(=O)c1c(C)[nH]c(CCC(=O)NCc2ccccc2Cl)c1C,-16.7%,1.2%,-0.7%,13.1%[57 µM],-19.2%,8.4%,-7.2%,15.9%[57.1 µM],-9.0%
Cc1ccc(S(=O)(=O)NCC(=O)OCc2cc(=O)oc3cc(C)ccc23)cc1,?,-6.3%,-28.2%,38.6%,-8.1%,-0.4%,6.5%,28.3%,i
O=C1C(Cc2ccccc2)Nc2ncnc(N3CCc4ccccc4C3)c2N1Cc1ccc(Cl)cc1 (configuration not stated),.,1.7%,-18.2%,6.7%,?,7.1%,?,-3.9%,-5.1%
COc1ccc(C(=O)Nn2c(CC(C)C)nc3cc(OC)c(OC)cc3c2=O)c(OC)c1,8.2%,-1.1%,-8.2%,3.7%,-26.9%,-1.2%,?,9.2%,-7.6%
CCc1ccc2[nH]c(=O)c(-c3ccccc3)c(O)c2c1,0.8%,-9.0%,4.0%,10.6%,-13.7%,1.0%,1.1%,0.8%,i
CC(C)(C)c1ccc(C(=O)Nc2ccc(CC(=O)O)cc2)o1,-0.7%,-10.1%,-21.6%,33.3%,-8.4%,0.7%,2.9%,13.7%[57.1 µM],-9.2%
COc1ccc(S(=O)(=O)NC2CC(C)(C)NC(C)(C)C2)c2ccccc12,0.0%,-14.3%,-4.7%,19.6%,-5.5%,-2.2%,-8.6%,2.2%,-8.1%
COc1ccc([N+](=O)[O-])cc1NC(=O)CSc1nc(C)cc(C)n1,0.0%,-0.5%,?,18.1%,?,2.7%,-0.5%,-6.4%,-8.0%
Cc1ccc2[nH]c(=O)c(CN(Cc3ccccc3)Cc3nnnn3C3CCCC3)cc2c1,?,-6.4%,-15.4%,9.1%,?,-1.1%,?,-5.1%,.
C/C(=N\NC(=O)c1ccccc1)c1cc2cc([N+](=O)[O-])ccc2oc1=O,?,-3.3%,-8.3%,-7.8%,-33.6%,?,-2.9%,?,0.5%
O=C(/C=C\c1ccco1)Nc1ccc(N2CCN(C(=O)c3ccccc3)CC2)cc1,16.4%,-8.4%,-7.7%,-11.8%,-27.1%,12.5%,0.6%,-30.2%,i
COc1cc2c(cc1OC)-c1c(OC)c(OC)cc3ccnc(c13)C2=O,-4.6%,4.8%,20.2%,42.2%[activator],-24.6%,3.7%,-5.4%,-0.8%,-6.0%
CC(OC(=O)c1nn(C)c(=O)c2ccccc12)C(=O)NC1CCCCC1C (configuration not stated),8.4%,-7.9%,4.0%,21.0%,-2.1%,0.0%,-3.8%,15.0%,8.3%
COc1ccc(C(=O)CSc2ccc(-c3ccccc3)nn2)cc1,-0.7%,-0.7%,-32.2%,38.4%,2.1%,6.9%,-0.6%,-3.9%,-4.5%
O=C(O)c1ccccc1CSc1nnnn1-c1ccccc1,0.0%,-5.0%,-9.4%[56.9 µM],44.4%[activator],-23.5%,4.5%,-2.0%,18.5%,-3.0%
CCc1ccc(C(=O)C(C)OC(=O)c2nn(C)c(=O)c3ccccc23)cc1 (configuration not stated),4.4%&111.1%,18.5%,4.2%,40.1%[activator],0.0%,9.2%,17.6%,3.1%,-2.5%
COc1cc2c(cc1O)[C@@H]1Cc3cc(O)c(OC)cc3[C@H](C2)N1C,15.0%,-15.1%,18.3%,33.7%,-14.2%,38.3%[activator],-2.4%,-1.8%,i

# Two records drawn at random from those above:
SMILES,ALOX12 inh,ERG-DNA inh,RGS4 inhibitor,HP1b chromo inh,JMJD2A Tudor inh,GLS inh,Pin1 inhibitor,rTrxR1 inhibitor,Tb PGK inh
Cc1ccc2[nH]c(=O)c(CN(Cc3ccccc3)Cc3nnnn3C3CCCC3)cc2c1,?,-6.4%,-15.4%,9.1%,?,-1.1%,?,-5.1%,.
O=C(O)c1ccccc1CSc1nnnn1-c1ccccc1,0.0%,-5.0%,-9.4%[56.9 µM],44.4%[activator],-23.5%,4.5%,-2.0%,18.5%,-3.0%

# Continued:
SMILES,ALOX12 inh,ERG-DNA inh,RGS4 inhibitor,HP1b chromo inh,JMJD2A Tudor inh,GLS inh,Pin1 inhibitor,rTrxR1 inhibitor,Tb PGK inh
CC1=NN(c2ccc(F)cc2)C(=O)C1C(c1cccc(O)c1)c1c(C)[nH]n(-c2ccc(F)cc2)c1=O (configuration not stated),149.5%[activator],6.6%,-39.0%[11.4 µM],-38.4%,22.6%[11.4 µM],-11.2%,1.2%,-67.3%,i
CC(C)c1ccc(Nc2ncccc2C(=O)O)cc1,2.2%,13.9%,8.1%,?,3.7%,13.1%,-1.6%,8.0%[57.1 µM],0.8%
O=C(CNC(=O)c1cccs1)c1ccc(Cl)cc1,?,0.1%,-19.4%,35.9%,1.0%,4.7%,-2.3%,14.2%,i
COc1ccc(OC)c(NC(=O)CCN2CCN(c3ccccc3OC)CC2)c1,?,6.8%,9.4%,8.5%,-16.7%,18.0%,-2.1%,7.1%,-10.7%
CCOc1ccc(NC(=O)CN(C)C(=O)c2cc([N+](=O)[O-])ccc2N2CCOCC2)cc1OCC,-3.5%,-7.4%,-6.4%,18.8%,-8.3%,-0.2%,-10.5%,-21.4%,i
COc1ccc(NC(=O)c2ccc3c(c2)OCO3)cc1,?,0.9%,6.4%,24.4%,-12.0%,-6.0%,0.0%,12.8%,-14.5%
CC(C)(C)NC(=O)C[C@H]1C[C@H](C(=O)N2CCCCC2)[C@@]2(C)c3[nH]c4ccc(Cl)cc4c3CCN2C1=O,-7.5%,14.6%,43.2%,?,-23.7%,9.4%,?,8.6%,-4.1%
CN(CCC#N)C(=O)COC(=O)[C@H](Cc1ccccc1)N1C(=O)c2ccccc2C1=O,?,-3.7%,38.4%,17.3%,-15.1%,0.6%,-0.3%,20.6%,-3.9%
COc1ccc(/C=C/C(=O)NCC2COc3ccccc3O2)c(OC)c1 (configuration not stated),13.1%,14.5%,-30.0%,11.0%,-14.1%,-4.3%,17.2%,43.3%[activator][57.1 µM],-2.4%
CCOc1ccc(NC(=O)CCSc2nc3c(c(CC)c2C#N)C(=O)CC(C)(C)C3)cc1,0.0%,-0.8%,10.7%,17.3%,-2.4%,7.4%,-0.5%,18.4%[57.1 µM],6.3%
COc1ccccc1-n1nnnc1SCC(=O)NC1CCCC1,124.1%[activator],2.9%,-2.3%,56.7%[activator],6.2%,1.4%,-3.3%,0.0%[57.1 µM],i
C=C1C(=O)OC2C1CCC(C)=C1C(=O)C3OC3(C)C12 (configuration not stated),6.0%,5.3%,-35.8%,83.4%[activator],-17.7%,-2.0%,-0.1%,8.91µM*,-7.3%
O=C(COc1ccccc1[N+](=O)[O-])Nc1ccc(-c2nc3ccccc3s2)cc1,-12.6%,1.2%,0.9%,36.8%,-28.5%,0.0%,0.6%,18.2%,-9.3%
Cc1cc2oc(=O)cc(CN3CCCCC3C)c2cc1C (configuration not stated),11.2µM*!,3.3%,-11.7%,-7.8%,-13.3%,-13.0%,15.8%,-9.3%,0.7%
COc1cccc(NC(=O)CN(C)C(=O)C(Sc2ccccc2)c2ccccc2)c1 (configuration not stated),-0.4%,2.2%,-2.2%,32.0%,-23.4%,0.4%,0.9%,-2.5%[57.1 µM],-0.3%
CCN(CC(=O)NCc1cccs1)C(=O)/C=C/c1cccc(Cl)c1Cl,-11.9%,-12.2%,-9.3%,?,-11.7%,1.3%,1.9%,16.3%,7.1%
CC(=O)NC1CCC(OC(=O)Nc2ccccc2)CC1 (configuration not stated),-2.4%,37.6%[activator],17.1%,23.5%,-13.7%,-0.5%,0.2%,13.4%[57.1 µM],-10.1%
O=C(NCCC1=CCCCC1)N[C@@H](Cc1ccccc1)C(=O)O,-74.9%,2.0%,1.6%,37.0%,-8.2%,5.3%,-7.0%,12.4%[57.1 µM],-1.6%
CC(=O)OC[C@H]1O[C@@H](Oc2cc3ccc(=O)oc3cc2OC(C)=O)[C@H](OC(C)=O)[C@@H](OC(C)=O)[C@@H]1OC(C)=O,-4.9%,-12.7%,-6.7%,27.5%,-13.7%,11.5%,3.4%,-14.4%,i
O=C(NCc1ccccc1)C1CCC1,-2.2%,-0.8%,-4.7%,3.7%,-13.4%,8.2%,7.1%,-4.3%,2.3%
Cc1cc(C)nc(Nc2cc([N+](=O)[O-])ccc2C)n1,-7.5%,7.1%,-8.0%,29.4%,-25.6%,-5.6%,-1.3%,39.7%[57.1 µM],-0.8%
O=C(COC(=O)CCCNC(=O)c1ccc(Cl)cc1)NC1CC1,0.0%,2.3%,26.2%,24.0%,7.1%,-5.8%,-0.6%,-8.7%,3.9%

# Bioassay records from PubChem BioAssay.
